Assay outcomes from PubChem.
MEKK2 WT-MEK5: raises or lowers MEK5 binding to wildtype human MEKK2 PB1 domain | Q9Y2U5 | bead flow cytometry, Alexa488-MEK5 binding to MEKK2 WT; actives lie on both sides | binding response (% of control), % at 10 µM | 1.1% of 290,000 active; in the data active = binding response below about 67% or above about 130%
FID counter: displaces DNA intercalator in HCV helicase counter-screen; DNA fluorescent intercalator displacement, fluorescence; inhibition, % at 7.9 µM; 0.17% of 290,000 active; AID 1845; in the data active = inhibition above about 37%;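 also: 0% = vehicle and 100% = reference compound; higher means more ethidium bromide displaced from hairpin DNA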
HCV NS3 hel inh: blocks Hepatitis C virus NS3 helicase unwinding. 0.56% of 290,000 active. AID 1800. NS3 helicase DNA unwinding, Cy5 molecular beacon fluorescence. inhibition, % at 10.9 µM;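 active = inhibition above the mean of all tested compounds plus 3 SD, set per campaign, cut at about 35% in these data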;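 also: 0% = DMSO wells and 100% = thioflavine S control wells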
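System: NS3 helicase fragment of HCV / Schedule: 1 h at 25 °C / Control set: DMSO alone as 0% and 110 µM thioflavine S as 100% / Reagent: Cy5/quencher beacon DNA duplex and ATP to start / Technique: Cy5 fluorescence / Replication: singlicate / Evaluation: % inhibition of end-to-start signal ratio versus controls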
UBC9 SUMO inh: blocks human SUMOylation mediated by UBC9 | inhibition, % at 35 µM | AID 2006 | 0.36% of 290,000 active | HTRF SUMOylation assay, SAE1/SAE2 + UBC9, in vitro; in the data active = inhibition above about 50%, passing the limit was not always enough; also: strong numbers were not always called active
Target sequence (P63279 whole entry, looked up): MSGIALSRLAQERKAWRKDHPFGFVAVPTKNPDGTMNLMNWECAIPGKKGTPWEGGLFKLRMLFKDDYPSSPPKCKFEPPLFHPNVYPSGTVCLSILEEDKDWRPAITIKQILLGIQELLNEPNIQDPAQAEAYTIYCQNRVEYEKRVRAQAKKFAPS
MEKK3 PB1 HTS: modulators (inhibitors or enhancers) of MEK5 binding to human MEKK3 PB1 domain; Q99759; bead-based flow cytometry, Alexa488-MEK5 binding to MEKK3; actives lie on both sides; 0 = blocked by unlabeled MEK5, 100 = vehicle; binding response (% of control), % at 10 µM; 1.4% of 290,000 active; AID 1529;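 active = binding response more than 3 SD above or below the average of its plate-row segment, actives on both sides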;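 also: Alexa488 bead fluorescence after subtracting the streptavidin-only scavenger bead signal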
Target sequence (Q99759 whole entry, looked up, the tested form may be a part): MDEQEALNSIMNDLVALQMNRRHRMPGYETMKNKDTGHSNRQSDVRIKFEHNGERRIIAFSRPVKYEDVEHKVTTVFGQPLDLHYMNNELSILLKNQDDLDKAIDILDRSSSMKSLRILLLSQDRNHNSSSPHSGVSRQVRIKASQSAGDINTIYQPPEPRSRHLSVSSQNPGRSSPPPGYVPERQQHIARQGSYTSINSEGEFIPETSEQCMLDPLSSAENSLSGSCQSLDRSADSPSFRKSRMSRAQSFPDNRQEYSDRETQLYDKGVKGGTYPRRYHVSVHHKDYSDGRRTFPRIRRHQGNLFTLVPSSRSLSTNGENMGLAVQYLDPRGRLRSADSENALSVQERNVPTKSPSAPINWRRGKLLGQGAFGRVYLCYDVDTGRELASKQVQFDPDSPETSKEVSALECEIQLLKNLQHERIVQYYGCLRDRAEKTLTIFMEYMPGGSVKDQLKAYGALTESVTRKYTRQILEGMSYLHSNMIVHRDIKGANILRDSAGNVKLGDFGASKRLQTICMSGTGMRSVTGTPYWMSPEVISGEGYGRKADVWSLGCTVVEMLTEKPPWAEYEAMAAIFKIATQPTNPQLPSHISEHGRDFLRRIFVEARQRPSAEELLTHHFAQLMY
CRFR2-BP antag: antagonists of CRF-binding protein/CRF-R2 receptor complex; inhibition, % at 11.8 µM; AID 588475; HEK293 CRF-R2/CRF-BP, CRF-induced calcium fluorescence; 0.59% of 350,000 active;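 active = inhibition of the ligand-induced calcium signal above about 50% at the single tested concentration, limit read from the data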
MEKK2 mut-MEK5: signal of MEK5 binding to mutant human MEKK2 PB1 domain | AID 1530 | percent response, % at 10 µM | 0.35% of 290,000 active | bead flow cytometry, Alexa488-MEK5 binding to MEKK2 mutant; in the data active = percent response above about 24%, passing the limit was not always enough; also: inactives centre near 1; some results filed as inactive read as strong as hits
CRFR2-BP ag: agonists of human CRF-binding protein/CRF-R2 receptor complex; HEK293 CRF-R2/CRF-BP, calcium dye fluorescence (FLIPR); percent of saturating CRF peptide response; activation, % at 13.2 µM; 0.46% of 350,000 active; AID 588473;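 active = activation of at least 50%, plus an integration ratio under a set limit after plate pattern correction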;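 also: plate controls were neutral control wells without compound for no effect and CRF at EC100 for full effect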
GalR3 antagonist: antagonists of human GalR3. O60755. HEK293 GalR3-CNG cAMP membrane potential fluorescence; galR3 body fused to GalR1 C-terminus. inhibition, % at 3 µM. 0.44% of 360,000 active. AID 651719;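 active = inhibition above the screen-wide average plus 3 SD, cut at about 13% in these data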;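 also: forskolin and galanin both at EC90 stimulate the cells; cAMP rise reported by CNG channel membrane potential dye signal; 0% = forskolin plus galanin with DMSO and 100% = forskolin alone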
Target sequence (O60755 1-299 limits assumed): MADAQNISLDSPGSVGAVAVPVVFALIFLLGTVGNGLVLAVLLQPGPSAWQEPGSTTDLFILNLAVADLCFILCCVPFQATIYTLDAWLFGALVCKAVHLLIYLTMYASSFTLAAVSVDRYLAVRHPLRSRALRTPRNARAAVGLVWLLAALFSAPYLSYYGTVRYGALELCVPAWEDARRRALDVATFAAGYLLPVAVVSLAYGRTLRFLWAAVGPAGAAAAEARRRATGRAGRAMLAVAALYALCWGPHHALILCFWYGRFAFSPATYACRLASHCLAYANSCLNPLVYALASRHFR
Numbers without * were called inactive; & = joins results of further samples.

How did CS(=O)(=O)N1CCc2cc(C(=O)Nc3ccc(COCC(F)(F)F)cc3)ccc21 do in these assays?
MEKK2 WT-MEK5: 96.0; FID counter: -17.4; HCV NS3 hel inh: 13.4; UBC9 SUMO inh: 10.0; MEKK3 PB1 HTS: 101.0; CRFR2-BP antag: 2.5; MEKK2 mut-MEK5: -23.0; CRFR2-BP ag: -0.3; GalR3 antagonist: -11.3

What do the screens show for `COCCCn1c(SCC(=O)Nc2ccc(NC(C)=O)cc2)nc2sc3c(c2c1=O)CCC3`?
MEKK2 WT-MEK5: 96.0; FID counter: -41.0; HCV NS3 hel inh: 5.0; UBC9 SUMO inh: -0.8; MEKK3 PB1 HTS: 95.0; CRFR2-BP antag: 10.5; MEKK2 mut-MEK5: -1.0; CRFR2-BP ag: -0.1; GalR3 antagonist: -9.0

What do the screens show for `CCCCSCCCNC(=O)c1cn(CC)c2ccc(S(=O)(=O)N3CCOCC3)cc2c1=O`?
MEKK2 WT-MEK5: 95.0; FID counter: -5.6; HCV NS3 hel inh: 7.8; UBC9 SUMO inh: -5.7; MEKK3 PB1 HTS: 94.0; CRFR2-BP antag: 1.2; MEKK2 mut-MEK5: -8.0; CRFR2-BP ag: 0.6; GalR3 antagonist: 1.1

What do the screens show for `CN(C)c1ccc(NC(=O)C[n+]2ccccc2)cc1`?
MEKK2 WT-MEK5: 109.0; FID counter: 2.9; HCV NS3 hel inh: -10.4; UBC9 SUMO inh: -7.5; MEKK3 PB1 HTS: 102.0; CRFR2-BP antag: -17.8; MEKK2 mut-MEK5: 6.0; CRFR2-BP ag: 4.4; GalR3 antagonist: -4.0

How did COc1cc(/C=N\Nc2ccc([N+](=O)[O-])cn2)ccc1OCC(=O)O do in these assays?
MEKK2 WT-MEK5: 113.0; FID counter: -7.2; HCV NS3 hel inh: 1.8; UBC9 SUMO inh: -23.1; MEKK3 PB1 HTS: 108.0; MEKK2 mut-MEK5: -4.0

How did O=C1c2cccnc2-c2ncccc21 do in these assays?
MEKK2 WT-MEK5: 96.0; FID counter: 6.2; HCV NS3 hel inh: -2.8; UBC9 SUMO inh: 1.4; MEKK3 PB1 HTS: 85.0; CRFR2-BP antag: 11.2; MEKK2 mut-MEK5: -5.0; CRFR2-BP ag: -2.4; GalR3 antagonist: -2.5

What do the screens show for `COc1ccc(-c2nc(CSCC(=O)N3CCN(C(=O)c4ccco4)CC3)c(C)o2)cc1OC`?
MEKK2 WT-MEK5: 106.0; FID counter: -29.9; HCV NS3 hel inh: 0.7; UBC9 SUMO inh: 14.0; MEKK3 PB1 HTS: 108.0; CRFR2-BP antag: 5.3; MEKK2 mut-MEK5: 4.0; CRFR2-BP ag: -3.6; GalR3 antagonist: 5.0

What do the screens show for `CC(OC(=O)c1ccccc1OCc1ccc(Cl)cc1)C(N)=O` (centres undefined)?
MEKK2 WT-MEK5: 100.0; FID counter: -19.7; HCV NS3 hel inh: -1.7; UBC9 SUMO inh: 12.3; MEKK3 PB1 HTS: 109.0; CRFR2-BP antag: -16.4; MEKK2 mut-MEK5: 1.0; CRFR2-BP ag: -2.1; GalR3 antagonist: -7.4

Results for Cc1cccc(CC(=O)N2CCCC2)c1 ?
MEKK2 WT-MEK5: 103.0; FID counter: -1.0; HCV NS3 hel inh: -1.4; UBC9 SUMO inh: -7.3; MEKK3 PB1 HTS: 103.0; CRFR2-BP antag: 8.7; MEKK2 mut-MEK5: 3.0; CRFR2-BP ag: -2.7; GalR3 antagonist: -10.2

How did CCOc1ccc(-n2cnc3sc4c(c3c2=O)CCCC4)cc1 do in these assays?
MEKK2 WT-MEK5: 99.0; FID counter: -11.8; HCV NS3 hel inh: -28.7; UBC9 SUMO inh: 9.0; MEKK3 PB1 HTS: 99.0; CRFR2-BP antag: -2.7; MEKK2 mut-MEK5: 3.0; CRFR2-BP ag: -0.2; GalR3 antagonist: 1.4

What do the screens show for `COC(=O)CSc1nnc(C)n1-c1cccc(C#N)c1`?
MEKK2 WT-MEK5: 93.0; FID counter: -3.0; HCV NS3 hel inh: 4.3; UBC9 SUMO inh: 9.5; MEKK3 PB1 HTS: 85.0; CRFR2-BP antag: 7.5; MEKK2 mut-MEK5: -2.0; CRFR2-BP ag: 2.4; GalR3 antagonist: -7.0

Results for CCCn1c2c(c(O)c(C(=O)Nc3nc(C)cs3)c1=O)CCCC2 ?
MEKK2 WT-MEK5: 101.0; FID counter: -2.7; HCV NS3 hel inh: 5.7; UBC9 SUMO inh: -0.4; MEKK3 PB1 HTS: 103.0; MEKK2 mut-MEK5: -2.0

For reference, part of the list above:
What do the screens show for `COC(=O)CSc1nnc(C)n1-c1cccc(C#N)c1`?
MEKK2 WT-MEK5: 93.0; FID counter: -3.0; HCV NS3 hel inh: 4.3; UBC9 SUMO inh: 9.5; MEKK3 PB1 HTS: 85.0; CRFR2-BP antag: 7.5; MEKK2 mut-MEK5: -2.0; CRFR2-BP ag: 2.4; GalR3 antagonist: -7.0

Results for CCCn1c2c(c(O)c(C(=O)Nc3nc(C)cs3)c1=O)CCCC2 ?
MEKK2 WT-MEK5: 101.0; FID counter: -2.7; HCV NS3 hel inh: 5.7; UBC9 SUMO inh: -0.4; MEKK3 PB1 HTS: 103.0; MEKK2 mut-MEK5: -2.0

Next results:
Results for CCN(CC)S(=O)(=O)c1ccc(C)c(NC(=O)CSc2ncc(C(F)(F)F)cc2Cl)c1 ?
MEKK2 WT-MEK5: 99.0; FID counter: -7.3; HCV NS3 hel inh: -1.0; UBC9 SUMO inh: 58.7; MEKK3 PB1 HTS: 98.0; CRFR2-BP antag: 24.8; MEKK2 mut-MEK5: -1.0; CRFR2-BP ag: -0.5; GalR3 antagonist: -10.3

What do the screens show for `N=C(N)c1ccccc1`?
MEKK2 WT-MEK5: 112.0&103.0; UBC9 SUMO inh: 10.5; MEKK3 PB1 HTS: 110.0&101.0; CRFR2-BP antag: 19.5&-3.2; MEKK2 mut-MEK5: 7.0&6.0; CRFR2-BP ag: -1.0&-0.9; GalR3 antagonist: -0.5&-3.0

How did CCCCc1noc2c1/C(=N\O)CC(c1ccccc1)C2 (centres undefined) do in these assays?
MEKK2 WT-MEK5: 104.0; FID counter: 1.3; HCV NS3 hel inh: -2.7; UBC9 SUMO inh: -10.1; MEKK3 PB1 HTS: 105.0; CRFR2-BP antag: -0.8; MEKK2 mut-MEK5: 10.0; CRFR2-BP ag: 1.9; GalR3 antagonist: -2.0

How did COc1ccc(-n2nnnc2SCC(=O)NCCc2ccccc2)cc1OC do in these assays?
MEKK2 WT-MEK5: 94.0; FID counter: -14.6; HCV NS3 hel inh: -1.6; UBC9 SUMO inh: -7.6; MEKK3 PB1 HTS: 93.0; CRFR2-BP antag: -5.1; MEKK2 mut-MEK5: -5.0; CRFR2-BP ag: -5.2; GalR3 antagonist: -2.7

How did Cc1c(Cl)cccc1Nc1nc(N)nc(CSc2nc3ccccc3s2)n1 do in these assays?
MEKK2 WT-MEK5: 110.0; FID counter: -14.3; HCV NS3 hel inh: -53.9; UBC9 SUMO inh: -36.4; MEKK3 PB1 HTS: 103.0; CRFR2-BP antag: -47.8; MEKK2 mut-MEK5: 9.0; CRFR2-BP ag: 8.7; GalR3 antagonist: -4.3

How did Cc1cccc(NC(=O)c2cccc(Cn3cc(Br)c([N+](=O)[O-])n3)c2)c1C do in these assays?
MEKK2 WT-MEK5: 90.0; FID counter: 4.0; HCV NS3 hel inh: -0.2; UBC9 SUMO inh: 25.7; MEKK3 PB1 HTS: 96.0; CRFR2-BP antag: 32.1; MEKK2 mut-MEK5: -10.0; CRFR2-BP ag: -0.2; GalR3 antagonist: -2.4

What do the screens show for `CC(C)c1ccc(NC2CCCN(C(=O)CCc3cn[nH]c3)C2)cc1` (centres undefined)?
MEKK2 WT-MEK5: 96.0; FID counter: -26.6; HCV NS3 hel inh: 4.0; UBC9 SUMO inh: 6.3; MEKK3 PB1 HTS: 97.0; CRFR2-BP antag: 10.9; MEKK2 mut-MEK5: -2.0; CRFR2-BP ag: 0.0; GalR3 antagonist: -2.3

What do the screens show for `O=C(Nc1cc(C(=O)N2CCCC2)ccc1N1CCCC1)c1ccccc1F`?
MEKK2 WT-MEK5: 96.0; FID counter: -24.3; HCV NS3 hel inh: 2.1; UBC9 SUMO inh: 9.5; MEKK3 PB1 HTS: 92.0; CRFR2-BP antag: 3.0; MEKK2 mut-MEK5: -4.0; CRFR2-BP ag: -1.1; GalR3 antagonist: -7.7

What do the screens show for `COc1ccc(S(=O)(=O)NCc2ccc(C(=O)NCCCN3CCCC(C)C3)cc2)cc1` (centres undefined)?
MEKK2 WT-MEK5: 102.0; FID counter: 24.2; HCV NS3 hel inh: -2.0; MEKK3 PB1 HTS: 102.0; CRFR2-BP antag: 6.7; MEKK2 mut-MEK5: -1.0; CRFR2-BP ag: -1.7; GalR3 antagonist: 0.3

What do the screens show for `CC(c1ccccc1)C1C(C#N)=C(N)SC(N)=C1C#N` (centres undefined)?
MEKK2 WT-MEK5: 109.0; FID counter: 7.1; HCV NS3 hel inh: 4.9; UBC9 SUMO inh: 34.6; MEKK3 PB1 HTS: 108.0; CRFR2-BP antag: -12.2; MEKK2 mut-MEK5: 10.0; CRFR2-BP ag: -0.7; GalR3 antagonist: -4.0

What do the screens show for `COc1cc(NC(=O)c2ccccc2Cl)c(OC)cc1NC(=O)CN1CCCCC1`?
MEKK2 WT-MEK5: 98.0; FID counter: -6.1; HCV NS3 hel inh: -7.8; UBC9 SUMO inh: -6.1; MEKK3 PB1 HTS: 102.0; CRFR2-BP antag: 4.8; MEKK2 mut-MEK5: -8.0; CRFR2-BP ag: -0.8; GalR3 antagonist: -5.9

How did Cc1ccccc1SCc1noc(C(=O)NCC2CCCO2)c1C(=O)O (centres undefined) do in these assays?
MEKK2 WT-MEK5: 109.0; FID counter: -23.3; HCV NS3 hel inh: 3.1; UBC9 SUMO inh: 13.3; MEKK3 PB1 HTS: 103.0; CRFR2-BP antag: 8.6; MEKK2 mut-MEK5: 3.0; CRFR2-BP ag: -0.3; GalR3 antagonist: -4.5

Results for O=C1C2C(c3ccccc3)CC=CC2[C@H](c2ccc(C(F)(F)F)cc2)N1Cc1ccccc1 (some centres undefined) ?
MEKK2 WT-MEK5: 95.0; UBC9 SUMO inh: 8.3; MEKK3 PB1 HTS: 97.0; CRFR2-BP antag: -0.7; MEKK2 mut-MEK5: 4.0; CRFR2-BP ag: 0.9; GalR3 antagonist: -8.2

What do the screens show for `Cc1cc(C)n(CCOc2ccc(Br)cc2)n1`?
MEKK2 WT-MEK5: 101.0; FID counter: -24.7; HCV NS3 hel inh: -16.3; UBC9 SUMO inh: 7.4; MEKK3 PB1 HTS: 100.0; CRFR2-BP antag: 6.4; MEKK2 mut-MEK5: -4.0; CRFR2-BP ag: -0.5; GalR3 antagonist: -7.3

How did CCCN1C(=S)c2ccccc2C1c1ccccc1 (centres undefined) do in these assays?
MEKK2 WT-MEK5: 103.0; FID counter: -12.3; HCV NS3 hel inh: -3.8; UBC9 SUMO inh: 9.5; MEKK3 PB1 HTS: 101.0; CRFR2-BP antag: 9.2; MEKK2 mut-MEK5: 3.0; CRFR2-BP ag: -0.2; GalR3 antagonist: -11.2

How did COc1ccc(N2CCN(/C(=N\S(=O)(=O)c3ccc(C)cc3)Nc3nc(C)cc(C)n3)CC2)cc1 do in these assays?
MEKK2 WT-MEK5: 104.0; FID counter: -31.0; HCV NS3 hel inh: -2.2; UBC9 SUMO inh: 5.1; MEKK3 PB1 HTS: 107.0; CRFR2-BP antag: 11.3; MEKK2 mut-MEK5: 8.0; CRFR2-BP ag: 0.8; GalR3 antagonist: 4.7

Not all compounds are listed; count on the stated rates, not on these rows.
